# Giardia kill: kills Giardia lamblia | Giardia lamblia trophozoite viability | activity change, % at 7.66 µM, hits read low | 340,000 tested, 0.15% active | AID 540267; in the data active = activity change below about -80%; inconclusive = between about -30% and that limit;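 note: parasites exposed to compound for two days anaerobically before the ATP read; % is set by controls: 0 for no effect and ±100 for the full control effect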
#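 Anaerobic 48 hrs incubation at 37 deg C of 100 trophozoites/well with test compounds; ATPLite 1-Step luminescence, 15-30 min RT, reports cellular ATP as viability.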
# TSHR antag: human thyrotropin receptor antagonism; AID 504810; P16473; 330,000 tested, 0.2% active; activity change, negative = inhibition, % at 11.5 µM; TSHR-expressing cells, TSH-stimulated cAMP HTRF, 2 h; hits give low values;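 active = activity change below a set negative limit, meaning inhibition stronger than a set level, cut at about -70% in these data; inconclusive = activity change between two set negative limits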; note: % is set by controls: 0 for no effect and ±100 for the full control effect
#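 Inhibition of cAMP made by TSHR-expressing cells under TSH stimulation (4nM final, EC80; 2 h, 37 deg C) is quantified with a one-step lysis HTRF kit, anti-cAMP cryptate versus cAMP-d2.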
# hERG WT inh: inhibitors of human wildtype KCNH2 potassium channel. Q12809. U2OS, BacMam KCNH2, thallium flux FluxOr; hits give low values. activity change, % at 1.84 µM. 340,000 tested, 0.37% active. AID 720551;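 active = maximum activity change below -70%; inconclusive = maximum activity change between -70% and -50%; inactive = maximum activity change above -50%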; note: % is set by controls: 0 for no effect and ±100 for the full control effect
#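 U2OS cells were transduced with wild-type KCNH2 virus (2.03 x 10^8 / mL) for 4 h at room temperature, then cultured overnight at 37 C. Thallium flux was read with FluxOr dye. Rate constants were normalized to DMSO controls.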
# A-T KAP1 phos: potential ataxia-telangiectasia treatments restoring KAP-1 phosphorylation | […] A-T fibroblasts, KAP-1 phosphorylation AlphaLISA; neocarzinostatin DNA damage 30 min before lysis | Potency, µM (titrated, usually from 57.5 µM), for the others: at the top dose activation, usual class: activators | 320,000 tested, 0.19% active | AID 485349; note: potency is the fitted concentration of half-maximal effect; % of control where 0% means no effect; nearly all actives have a fitted effect of over 45% in size
#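 ATM-like activity read as KAP-1 phosphorylation via AlphaLISA donor/acceptor antibody pairs after lysis and 6 hr at 25C. Cells were ATM-null patient fibroblasts ([…], hTERT), dosed 60 min, then exposed to the DSB inducer NCS for 30 min.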
# GALK inhibitor: blocks human galactokinase activity; Purified GALK, Kinase-Glo residual ATP luminescence; P51570; AID 1868; Potency, µM (doses to about 57.5 µM), inactives show top-dose activity change, negative = inhibition, usual class: inhibitors; 270,000 tested, 0.007% active; note: potency is the fitted concentration of half-maximal effect; % is set by controls: 0 for no effect and ±100 for the full control effect
#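 ATP-depletion format; final 35 uM ATP, 100 uM D-galactose, 5 nM enzyme; pH 8.0 HEPES/Mg2+ buffer; 60 min RT; luminescence read 10 min after detection reagent.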
# CXXC DNA block: MLL CXXC-DNA interaction inhibition; Q03164; 290,000 tested, 0.037% active; AID 2662; MLL-CXXC / FITC-HOXA9 DNA fluorescence polarization; Potency, µM (series often up to 115 µM), inactives show at the top dose activity change, negative = inhibition, usual class: inhibitors; active = well fitted inhibition curve with a large enough effect in the polarisation, with a control signal flat, not every such curve was filed as active; inconclusive = small, poorly fitted or top-dose-only effect, or effect the other way, or a change in a side signal; inactive = no such curve, though single readings can be large or run the other way; the % refers to the polarisation; note: potency is the fitted concentration of half-maximal effect
#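 Fluorescence polarization: 7 uM MLL-CXXC (stock) preincubated 5 min with compounds, then 50 nM fluorescein-HOX-A9 DNA (stock) added; 30 min ambient. Buffer 50 mM Tris-HCl pH 7.5, 50 mM NaCl, 1 mM DTT, 0.05% BSA.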
# TCR act: activates T cell receptor signaling; Potency, µM (highest dose often 9.22 µM), for the others: at the top dose activation of IL-2 secretion, most hits filed as activators; AID 504894; 330,000 tested, under 10 active; primary human leukocytes, anti-CD3, IL-2 HTRF, 48 h; note: % of control where 0% means no effect
#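 Primary human leukocytes were stimulated with a-CD3 beads plus compounds for 48 hr without co-stimulation; secreted IL-2 was quantified by HTRF using a-IL-2-K (europium cryptate) and a-IL-2-d2, excited at 320nm with acceptor emission read at 665nm.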
# Chronic BCR inh: inhibitors of chronic active B-cell receptor signaling | Potency, µM (highest dose often 46.1 µM), inactives show at the top dose ratio change, negative = lower green/red ratio, usual class: inhibitors | 340,000 tested, 0.05% active | AID 493014 | ABC-DLBCL IkBa-CBG/CBR reporter, luminescence ratio, 4 h; active = well fitted inhibition curve with a large enough effect in the signal ratio, with a control signal flat, not every such curve was filed as active; inconclusive = small, poorly fitted or top-dose-only effect, or effect the other way, or a change in a side signal; the % refers to the signal ratio;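 note: potency is the fitted concentration of half-maximal effect; plate controls were basal doxycycline-induced cells for no effect and cells given 10 µM MG132 for full effect; MG132 reads +100%, hits lower the ratio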
#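 TMD8 human ABC-DLBCL cells with doxycycline-inducible IκBα–green luciferase fusion and unfused red luciferase, in 0.5% FBS medium; compounds up to 46 uM, 4 h at 37C. Green/red luminescence ratio, filter-overlap corrected, fitted to concentration-response curves.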
# FBPA coupling cs: counter-screen for Giardia aldolase inhibitors: coupling enzyme system; AID 2472; activity change, negative = inhibition, % at 58.2 µM, hits read low; 290,000 tested, 0.67% active; coupling enzyme system counterscreen, AmpLite Red fluorescence; in the data active = activity change below about -30%; note: % is set by controls: 0 for no effect and ±100 for the full control effect
#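 First, compound is pin-transferred into glyceraldehyde-3-phosphate coupling-enzyme reagent at 57.5 uM final and held 10 min at RT. Next, substrate, coupling system and AmpLite Red are added. After 20 min RT, fluorescence (525/598 nm) is read.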
# Tb PFK inh: blocks T. brucei phosphofructokinase. 330,000 tested, 0.17% active. O15648. Potency, µM (highest dose often 57.5 µM), for inactives: at the highest dose activity, negative = inhibition, usual class: inhibitors. T. brucei PFK, ADP-Glo luminescence. AID 485367;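 note: potency is the fitted concentration of half-maximal effect; 0% = uninhibited 1x PFK enzyme wells and -100% = no-enzyme wells; nearly all actives have a fitted effect of over 60% in size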
#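 PFK 1.25 nM, F6P 0.5 mM, ATP 0.1 mM, 0.1 M TEA pH 8.0, 5 mM MgCl2, 0.01% Tween20, 0.1% BSA; 45 min RT. ADP-Glo readout. qHTS titration up to 57 uM; curves fitted, compounds curve-classed.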
# The depositor's hits bear a star; ? = inconclusive; . = no result given; [ ] = remark or other dose. Unless noted, calls come from the whole dose curve; as a rule, active = well fitted curve in the direction sought with a large enough effect; inconclusive = small, poorly fitted or top-dose-only effect, or another doubt; inactive = no such curve, though single readings can be large; an effect the other way counts as inactive or inconclusive. Outcome played no part in choosing rows; about 1.6% have a hit in one of these screens.
SMILES,Giardia kill,TSHR antag,hERG WT inh,A-T KAP1 phos,GALK inhibitor,CXXC DNA block,TCR act,Chronic BCR inh,FBPA coupling cs,Tb PFK inh
COc1ccc(CNC(=O)C2CCCN(C(=O)Nc3ccccc3OC)C2)cc1 (configuration not stated),-26.9,-20.8,23.4,-1.2%,-0.4%,15.0%,-2.5%,0.2%,0.2,-1.6%
Cc1cccc(C)c1-n1nnnc1C1(Nc2ccccc2)CCCCC1,3.4,-20.7,-17.7,3.2%,0.3%,14.3%,-2.7%,?,2.8,5.7%
CC(C)CC(=O)c1c(O)c(C=O)c(O)c2c1O[C@@]1(C)[C@@H](C2)C[C@H]2C[C@@H]1C2(C)C,-4.0,13.0,.,3.3%,.,.,-5.8%,0.5%,.,1.4%
CCc1nn(C(C)C(=O)NCc2cccc(Cl)c2)c(=O)c2cc3occc3n12 (configuration not stated),-11.8,9.5,-0.9,6.9%,0.7%,-5.0%,2.7%,-9.6%,.,-3.1%
CC(C)(C)Cc1nnc(NS(=O)(=O)Cc2ccccc2)s1,7.8,22.9,6.1,6.7%,0.7%,-6.6%,0.3%,?,-0.5,1.9%
CCn1cc(CN2CCCC(C(=O)Nc3ccc(-c4nc5ccccc5[nH]4)cc3)C2)c(C)n1 (configuration not stated),18.2,-4.9,5.4,4.9%,-3.3%,-0.4%,-15.5%,?,.,2.4%
Cc1c(C(=O)C(=O)N2c3ccccc3CC2C)c2ccccc2n1C (configuration not stated),-7.5,4.5,7.8,2.9%,0.3%,-0.2%,1.0%,-11.8%,-8.7,-3.0%
Cc1csc(NC(=O)CSc2ccc([N+](=O)[O-])cn2)n1,-4.6,6.9,-4.2,6.2%,-2.7%,-0.2%,3.1%,-2.3%,-2.6,-3.9%
COCC(=O)NNC(=O)Cc1ccc(Cl)cc1,2.2,2.9,.,2.4%,-1.8%,-3.6%,-3.1%,?,0.5,3.1%
CN1C(=S)SC(/[N+]([O-])=C\c2ccc(Cl)cc2)C1(C)C (configuration not stated),3.2,-6.8,-1.9,-0.6%,-2.0%,2.7%,3.1%,0.4%,-0.4,-4.7%
CCOC(=O)N/N=C/C(Cl)=C/c1ccccc1,4.6,-0.1,-14.1,-20.4%,0.8%,-7.4%,-4.9%,-2.1%,2.6,6.6%
COc1cccc(C2(O)CCN(C(=O)C(C)C)CC2)c1,7.7,5.0,5.4,0.0%,-0.6%,-10.6%,-5.7%,?,7.0,-0.3%
Cc1oc2c(c(C)cc3oc(=O)c(CC(=O)NCCC(=O)O)c(C)c32)c1C,-3.4,-2.8,3.2,-3.9%,2.0%,1.2%,5.4%,2.4%,0.9,6.3%
CC(C)(C)OC(=O)CNC(=O)c1nc[nH]c1C(=O)N1CCNCC1,-20.3,0.8,-7.1,4.1%,.,.,-5.8%,1.4%,.,-4.4%
O=C(COC(=O)Cc1ccc(Cl)cc1)Nc1ccc(OC(F)F)cc1,1.6,5.4,-2.6,-0.1%,-0.3%,5.3%,-3.0%[46.1 µM],8.4%,-0.3,0.1%
COc1cc(CNCCN2CCOCC2)ccc1OCc1ccc(Cl)cc1Cl,5.0,7.6,18.2,5.7%,-1.8%,-9.5%,-0.1%,?,2.5,-2.6%
CCOC(=O)c1ccc(CSc2nnc(C)n2N)o1,1.0,-8.8,1.3,-1.0%,-1.7%,4.4%,-5.9%,8.6%,-0.3,1.8%
COc1cc(OC)cc(C(=O)Nc2cccc(NC(=O)c3ccccc3)c2)c1,0.6,8.1,0.7,-7.0%,3.8%,1.0%,4.1%,?,-1.0,4.9%
COc1ccc(N(CC(=O)NCCSCc2ccco2)S(=O)(=O)c2ccccc2)cc1OC,4.2,12.6,-0.1,5.6%,-3.4%,17.8%,-1.9%,16.3%,.,1.5%
Cc1cccc(CSc2ccc3nnc(-c4cccs4)n3n2)c1,1.1,-7.6,.,-1.3%,2.6%,9.9%,1.1%[46.1 µM],1.3%,1.2,-3.6%
COc1cc(C2OCC3C(c4ccc(OC5OC(CO)C(O)C(O)C5O)c(OC)c4)OCC23)ccc1O (configuration not stated),4.3,-1.8,0.7,-0.5%,1.4%,-12.6%,8.8%,-10.0%,-0.6,-16.2%
O=C(COC(=O)/C=C/c1ccc(Cl)cc1)NCCN1C(=O)CSC1=O,10.4,-4.2,.,9.4%,-0.7%,-3.4%,-0.4%,0.9%,0.7,-4.1%
O=C(Nc1cccc(C(=O)Nc2cccc(C(F)(F)F)c2)c1)c1ccc(=O)[nH]c1,-2.9,-3.5,2.3,-4.1%,15.1%,2.2%,4.6%,-8.0%,-0.5,1.6%
O=S(=O)(Nc1ccc2[nH]ncc2c1)c1ccccc1Cl,-19.6,-6.2,-3.5,3.1%,19.3%,-0.5%,0.5%,-5.6%,-6.1,1.0%
COc1ccccc1N1CCN(C(c2ccc(Cl)cc2)c2nnnn2C(C)(C)C)CC1 (configuration not stated),20.8,-8.6,4.0,-4.5%,0.1%,-1.0%,-9.5%,-0.1%,0.1,-3.3%

# The list goes on.
SMILES,Giardia kill,TSHR antag,hERG WT inh,A-T KAP1 phos,GALK inhibitor,CXXC DNA block,TCR act,Chronic BCR inh,FBPA coupling cs,Tb PFK inh
Cc1ccc(S(=O)(=O)N2CCCC2CNC(=O)C(=O)NC2CCCC2)cc1 (configuration not stated),9.0,-7.4,4.0,0.0%,.,.,0.7%,0.6%,.,0.0%
COc1cccc2c(N/N=C/c3ccc(O)c(O)c3)cc(C)nc12,-5.0,-4.5,2.0,8.1%,4.7%,3.8%,-2.0%,-8.1%,2.0,0.6%
C/C(=N\NC(=O)C1(C)CC1(Br)Br)c1cccc(NC(=O)C(C)(C)C)c1 (configuration not stated),3.6,11.7,-0.1,-7.6%,0.4%,2.1%,2.0%[46.1 µM],?,0.7,-2.4%
O=c1[nH]c2cc3c(cc2cc1C(c1nnnn1Cc1ccccc1)N1CCN2CCCC2C1)OCCO3 (configuration not stated),-0.2,14.8,22.8,-5.7%,-4.9%,33.3%[activator],-2.8%,0.4%,-7.5,0.0%
CCOC(=O)[C@@H]1[C@H]2COc3cc(OC)ccc3[C@H]2N2C(=O)N(c3cccc(Cl)c3)C(=O)[C@]12C,-8.4,-6.2,-1.9,1.1%,.,-3.9%,-0.4%,0.0%,2.9,-4.0%
COc1ccc(C=NCC2OCCc3ccccc32)cc1OC (configuration not stated),2.2,-4.0,-5.4,0.6%,.,6.0%,-0.1%[46.1 µM],?,-1.9,-0.8%
COc1cccc(NC(=S)N2CCc3cc(OC)c(OC)cc3C2COc2ccc3c(C)cc(=O)oc3c2)c1 (configuration not stated),17.7,13.5,-1.9,0.0%,0.9%,-4.3%,4.5%[46.1 µM],?,2.0,2.7%
Cc1cc2nc[nH]c2cc1[N+](=O)[O-],-20.8,0.0,9.6,1.1%,1.5%,-6.0%,7.9%,?,-0.8,-5.8%
NC(=O)C(=CNc1nc(-c2ccc(Cl)c(Cl)c2)cs1)C(N)=O,.,11.6,.,-9.1%,-1.8%,-7.7%,.,?,-18.2,?
COc1ccc(OC)c(S(=O)(=O)N2CCC(C(=O)NC3CCCCCC3)CC2)c1,3.4,-3.1,1.1,-4.3%,6.6%,-0.5%,7.1%,-3.1%,-3.2,-12.0%
O=C(Nn1c(C2CCCCC2)nc2ccccc2c1=O)c1ccc(Cl)c([N+](=O)[O-])c1,-12.0,-15.9,-20.4,0.7%,0.9%,-5.2%,-3.2%[46.1 µM],?,7.7,3.8%
COc1cc(/C=C/C(=O)c2ccc(Cl)s2)cc(OC)c1O,-1.7,-25.4,-4.0,1.7%,-0.1%,-6.2%,2.6%,?,-1.5,4.4%
CC(C)COC(=O)C(C#N)c1nc2ccccc2nc1N1CCN(Cc2ccccc2)CC1 (configuration not stated),6.2,6.0,-46.7,8.4%,0.2%,4.3%,-1.0%,?,-13.1,-1.3%
Nc1nnc(SCC(=O)NC2CCCCC2)n1-c1ccccc1,-16.3,5.9,3.4,-7.5%,-0.2%,-2.7%,-25.9%,-1.4%,2.5,1.1%
c1ccc(-c2ccccc2OCCCN2CCCCCC2)cc1,17.8,-3.1,33.8,-2.0%,-0.1%,38.4%[activator],-6.3%,?,0.5,3.6%
CCCCOc1ccc(C(=O)N2CCNC(=O)C2CC(=O)OC(C)C)cc1 (configuration not stated),7.5,-1.9,-5.3,0.5%,4.9%,-8.3%,-0.6%,-0.3%,1.2,-1.7%
O=C(CN1C(=O)c2cccc3cccc1c23)Nc1ccc(S(=O)(=O)N2CCOCC2)cc1,-3.2,-4.1,-7.9,.,-3.2%,-3.9%,3.2%,-28.6%,0.2,-0.5%

# Source: PubChem BioAssay (National Center for Advancing Translational Sciences (NCATS))
